Anesthetic bind: candidate novel general anesthetic via apoferritin binding. 350,000 compounds, 0.074% hits. P02791. apoferritin/1-aminoanthracene competitive binding, fluorescence. Potency, µM (doses to about 77.5 µM), for the others: top-dose activity change, negative = displacement, actives largely listed as inhibitors; note: potency is the fitted concentration of half-maximal effect; % is set by controls: 0 for no effect and ±100 for the full control effect; nearly all actives have a fitted effect of over 20% in size
Target sequence (P02791 2-175 limits assumed): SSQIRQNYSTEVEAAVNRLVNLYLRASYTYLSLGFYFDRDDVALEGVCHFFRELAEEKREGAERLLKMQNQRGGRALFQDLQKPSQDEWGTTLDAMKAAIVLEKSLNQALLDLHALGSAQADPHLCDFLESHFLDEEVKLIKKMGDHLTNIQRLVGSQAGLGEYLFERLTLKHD
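Read-out: endpoint 1-AMA fluorescence, excitation 380 nm and emission 535 nm, after compounds sit 10 min at room temperature with 10 uM horse-spleen apoferritin in 50% saturated 1-AMA/PBS. Values come from four-parameter Hill fits.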
RXFP1 antagonist: blocks the human relaxin receptor RXFP1 | Q9HBX9 | HEK293-RXFP1, relaxin-stimulated cAMP HTRF, 30 min; stronger effect = lower value | activity change, negative = inhibition, % at 57.5 µM | 350,000 compounds, 0.59% hits;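 active = activity change of -60% or lower, but not beyond a set lower limit; inconclusive = change between -60% and -40%, or beyond the set limit; inactive = change above -40%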; note: % is set by controls: 0 for no effect and ±100 for the full control effect
D1 ag: activates the human D1 dopamine receptor; HEK293 T-REx D1 cells, calcium flux, agonist mode; activation, % at 2 µM; 360,000 compounds, 1% hits; P21728; AID 504660; in the data active = activation above about 30%; note: 0% is about no effect
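Tetracycline-induced HEK293 TREx D1 cells, force-coupled to calcium signalling, were dye-loaded with a no-wash calcium kit. Compound was pin-added after a 10 s baseline. Fluorescence was read kinetically at 1 cycle/s for 180 s, with calcium rises flagged as agonism.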
D2 PAM: positively modulates the human D2 dopamine receptor allosterically; P14416; HEK293 T-REx D2, calcium flux, EC20 dopamine potentiation; potentiation, % at 10 µM; 340,000 compounds, 0.34% hits; AID 485347;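 active = potentiation over 3 SD above the plate norm, cut at about 30% in these data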; note: 0% is about no effect
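Cells plated with tetracycline inducer and held overnight at 30 C; calcium dye loaded 30–90 min at room temperature; baseline taken, compound added and read 180 s; EC20 dopamine then added and read 180 s.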
TRHR agonist: activates the human TRH receptor | P34981 | TRHR cells, calcium flux fluo-8, FDSS agonist mode | activation, % at 2 µM | 360,000 compounds, 0.18% hits; in the data active = activation above about 30%; note: 0% is about no effect
Target sequence (P34981 whole entry, looked up): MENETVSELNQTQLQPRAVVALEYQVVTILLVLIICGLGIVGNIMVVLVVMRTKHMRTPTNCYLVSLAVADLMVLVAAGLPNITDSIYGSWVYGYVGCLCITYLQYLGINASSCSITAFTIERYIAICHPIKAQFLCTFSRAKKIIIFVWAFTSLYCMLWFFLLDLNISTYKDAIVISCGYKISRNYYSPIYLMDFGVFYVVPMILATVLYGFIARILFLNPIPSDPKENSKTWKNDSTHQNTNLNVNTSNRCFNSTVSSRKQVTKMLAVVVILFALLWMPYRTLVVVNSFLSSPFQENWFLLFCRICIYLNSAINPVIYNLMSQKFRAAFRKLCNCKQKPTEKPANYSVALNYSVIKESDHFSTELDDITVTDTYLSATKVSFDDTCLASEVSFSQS
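TRHR-expressing cells, plated overnight in medium with 10% serum, were loaded with fluo-8 calcium dye at room temperature. After a 10 s baseline, library compound was pin-added and calcium release was recorded kinetically (ex 480/em 530) as agonist response.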
RXFP1 agonist: RXFP1 (human) receptor agonism; Q9HBX9; HEK293T-RXFP1 cAMP TR-FRET, 30 min; response scale: percent of porcine relaxin response, buffer zero; Potency, µM (highest dose often 57.5 µM), without a hit: at the highest dose activation, most hits filed as activators; 370,000 compounds, 0.3% hits; note: potency is the fitted concentration of half-maximal effect; % is set by controls: 0 for no effect and ±100 for the full control effect; nearly all actives have a fitted effect of over 60% in size; many of its hits are not listed in these tables
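cAMP rise read by TR-FRET after 30 min, 37C compound exposure (up to 58 uM) in RXFP1-transfected HEK293 cells with Ro 20174 present. EC50 from Hill-equation fits, with 29 nM porcine relaxin as 100% and buffer as basal.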
D1 PAM: potentiators of human D1 dopamine receptor; HEK293 TREx D1 cells, calcium flux, dopamine EC20 potentiation; AID 504651; 360,000 compounds, 0.036% hits; P21728; potentiation, % at 10 µM; in the data active = potentiation above about 30%; note: 0% is about no effect
TRHR enhancer: allosteric enhancers of human TRH receptor; TRHR cells, fluo-8 calcium fluorescence, EC20 TRH enhancement; enhancement, % at 2 µM; 360,000 compounds, 0.66% hits; P34981; in the data active = enhancement above about 30%; note: 0% is about no effect
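Enhancer read-out: after compound pinning and an initial kinetic agonist-mode read, an EC20 of TRH (10 nM final) was injected and fluo-8 calcium signal (Ex 480/Em 530) followed at 1 s/cycle for 100 cycles in TRHR-expressing cells.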
D1 antag: antagonists of human D1 dopamine receptor. AID 504652. activity change, negative = inhibition, % at 10 µM. HEK293 TREx D1 cells, calcium flux, dopamine EC80; stronger effect = lower value. P21728. 360,000 compounds, 3.2% hits; in the data active = activity change below about -30%; note: % is set by controls: 0 for no effect and ±100 for the full control effect
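Antagonism measured as reduced calcium response to an EC80 dopamine addition following 180 s compound pre-read; cells were inducible HEK293 Trex D1 plated overnight at 30 C, read kinetically at 1 cycle/sec.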
The depositor's hits bear a star; u = inconclusive; x = not tested or not shown; [ ] = another dose, or the depositor's remark. Unless noted, calls come from the whole dose curve; as a rule, active = well fitted curve in the direction sought with a large enough effect; inconclusive = small, poorly fitted or top-dose-only effect, or another doubt; inactive = no such curve, though single readings can be large; an effect the other way counts as inactive or inconclusive. An excerpt; count on the stated rates, not on these rows.

structure	Anesthetic bind	RXFP1 antagonist	D1 ag	D2 PAM	TRHR agonist	RXFP1 agonist	D1 PAM	TRHR enhancer	D1 antag
Cc1ccccc1CNC(=O)C1CCN(c2nnc(C)c3c(C)n(-c4ccccc4)nc23)CC1	-5%	-24	2	0	-0.3	4.9%	0	-10	2
COc1cc(NC(=O)CCS(=O)(=O)c2ccc3c(c2)CC(=O)N3C)cc(OC)c1OC	-17%	x	5	-3	0.5	1.2%	-5	0	-77*
Cc1ccc(OCCSc2nc3ccccc3n2CC(=O)N2CCCCC2)cc1C	-16%	x	8	3	-0.6	0.8%	1	-6	16
O=C1CCC(=O)O1	x	x	4	-1	-0.1	0.7%	0	-2	x
O=C(N/N=C/c1cn[nH]c1-c1ccc(Cl)cc1)c1ccc([N+](=O)[O-])cc1	u	-29	1	-9	0.1	-1.5%	-4	11	-5
N#Cc1cnc(NN)nc1	1%	-5	1	8	0.3	-3.6%	0	-2	4
Cc1cc2ccc3ccccc3c2cc1CN(C)C	-1%	-107*	15	-19	2.8	-0.5%	-5	11	-43*
CCOC(=O)C1=C(C)NC(C)=C(C(=O)OCC)C1C(=O)OCC(=O)c1ccc2c(c1)OCCO2	-14%	-13	0	-5	0.1	3.0%	5	4	4
Cc1[nH]nc(N)c1-c1ccccc1	-6%	-2	5	0	0.2	-1.9%	2	1	2
COCCN1C(=O)C(=O)/C(=C(/O)c2ccc(S(=O)(=O)N3CCOCC3)cc2)C1c1cccc(OC)c1 (stereo not given)	-3%	11	-1	-6	0.6	2.6%	-4	3	-22
CCC(C)(C)NC(=O)CN(Cc1ccc2c(c1)OCO2)C(=O)CCC(=O)Nc1nccs1	-8%	-22	3	4	0.9	0.5%	-5	0	6
COc1ccccc1Nc1nnc(SC(C)C(=O)NC2CC2)s1 (stereo not given)	x	10	2	-4	0.3	-1.4%	-5	8	11
CCc1nnc(NC(=O)c2ccc(S(C)(=O)=O)cc2)s1	4%	9	4	-3	1.0	-2.5%	1	-4	11
O=C(COC(=O)c1ccc(-n2cnnn2)cc1)c1ccc(Br)cc1	x	-1	5	-3	0.3	3.7%	-4	-3	-4
C=CCN1CN=C(NS(=O)(=O)c2ccc(NC(C)=O)cc2)NC1	2%	-3	2	7	0.4	2.5%	-1	-2	3
O=C(Nc1sc2c(c1C(=O)c1ccc(Cl)cc1)CCCC2)c1cccnc1	-9%	10	4	1	0.1	0.4%	13	-1	21
O=C(NCc1ccc(F)cc1)N1CCc2ccccc2C1	-14%	9	3	-28	-0.8	-3.1%	-5	-7	0
COC(=O)c1ccc(CO/N=C/c2cccc([N+](=O)[O-])c2)cc1	-12%	2	1	x	0.6	0.8%	-2	-10	3
CCc1ccc(CN(C)C(=O)C2CCC(=O)N(Cc3ccccn3)C2)cc1 (stereo not given)	-6%	1	0	5	-0.7	2.9%	-1	-2	-11
CCCCn1cnc2c1c(=O)n(CC(=O)c1cc(C)n(C)c1C)c(=O)n2CC(C)C	-24%	-2	2	-1	0.0	1.5%	-5	-11	13
O=C(Nc1nc2n(n1)C(c1ccccc1)C=C(c1ccccc1)N2)c1ccco1 (stereo not given)	163%[activator]	4	8	-11	6.7	2.6%	-1	-7	-1
Cc1nc(N=C(N)N)nc2ccccc12	-9%	-23	1	-5	-0.9	1.2%	-3	1	3
Cc1ccc(SCc2nc(-c3ccccn3)no2)cc1	u	-6	-2	1	-0.4	4.0%	-1	-3	-5
Cc1csc2c(N3CCN(C(=O)c4ccc(C(C)(C)C)cc4)CC3)ncnc12	-3%	-36	6	-5	-2.2	2.8%	-3	-7	-12
COc1ccc(-c2ccc(CCC(=O)O)n2CC(=O)Nc2cccc(Cl)c2C)cc1	-11%	-12	-2	-3	0.6	0.1%	0	-7	-17
Cc1ccc(S(=O)(=O)N(c2cccc(C)c2)C2CCS(=O)(=O)C2)cc1 (stereo not given)	-11%	-2	-1	10	-0.5	2.0%	-2	5	x
CCCCN(CCCC)NC(=O)c1ccccc1	-13%	-3	5	5	-0.2	1.8%	-6	-11	25
CC(C)C(=O)N1CCC(n2nccc2NC(=O)CCOc2ccccc2)CC1	-3%	11	3	-3	1.0	-0.8%	1	2	-6
COc1ccc(OC)c(S(=O)(=O)NCc2ccccc2)c1	-9%	21	2	-5	0.3	0.4%	-2	-5	-2
CCOC(=O)c1c(C)[nH]c(-c2csc(C)n2)c1C	-5%	-67*	3	10	0.2	1.9%	0	5	-3
CC1(C)Cc2c(cnn2-c2ccccc2)C(NC(=O)c2ccc[n+]([O-])c2)C1 (stereo not given)	-6%	-20	4	-10	-0.7	5.1%	-2	-1	16
O=C(NNC(=S)Nc1ccc(Cl)cc1)c1ccccc1	-6%	-4	12	-10	0.4	-0.4%	3	-3	-6
COc1ccc(N(CC(=O)NC(C)(C)C)S(=O)(=O)c2ccccc2)cc1OC	-6%	5	1	x	-1.3	-0.2%	1	1	12
O=C(O)/C=C/c1cccc2c1OCCO2	-4%	0	1	3	0.1	0.0%	1	1	5
CCSc1nnc(Cc2cc(=O)[nH]c(=O)[nH]2)n1-c1cccc(C)c1	0%	x	3	-3	-0.1	0.0%	-8	-8	-20
Cc1cccc(C)c1-n1c(C)cc(/C=N\Nc2ccc([N+](=O)[O-])cn2)c1C	u	-7	27	6	-0.4	1.2%	-3	13	4
Cc1ccc(NC(=O)CN(C)C(=O)c2cccc(S(=O)(=O)NCc3ccccc3)c2)cc1	x	-3	2	-2	-0.3	-1.6%	1	5	-3
CC(NC(=O)c1ccccc1NC(=O)CSc1nnnn1C)c1ccccc1 (stereo not given)	-6%	-4	0	-5	-0.6	0.7%	-2	-17	3
O=C(N/N=C/C=C/c1ccccc1)c1cnccn1	0%	-23	1	-3	-0.1	-0.3%	-1	11	-19
Cn1nnnc1SCc1ccc(C(=O)Nc2nccs2)cc1	5%	-1	3	6	0.8	1.9%	18	-3	-7
O=C(NCCCN1CCOCC1)c1cc2ccccc2o1	-8%	-9	-2	4	0.2	1.4%	-4	-5	4
CSc1cccc(NC(=O)CSc2nnc(C)s2)c1	-4%	7	1	-11	-0.3	0.3%	-2	6	-5
Cc1cc(O)c2c(C)c(CC(=O)N3CCN(C(=O)C4COc5ccccc5O4)CC3)c(=O)oc2c1 (stereo not given)	-7%	-5	5	3	-1.6	u	-8	-3	-4
Cc1c(NC(=O)CSc2nncc3ccccc23)c(=O)n(-c2ccccc2)n1C	6%	5	-2	3	0.0	3.4%	-8	5	-18
COC(=O)C1=C(C(=O)c2ccccc2)C(c2ccccc2)n2nnnc2N1 (stereo not given)	-15%	4	3	x	0.5	2.6%	-5	62*	1
COc1c(F)c(F)c(C(=O)O)c(Nc2cccc(C)c2)c1F	-4%	2	3	x	1.1	3.0%	-11	17	-12
Cc1cccc(Oc2nc(-c3cccc([N+](=O)[O-])c3)nc3ccccc23)c1C	8%	7	2	12	0.5	1.6%	-9	3	-4
Cc1ccc(C(C)NC(=O)c2c(-c3ccccc3)noc2C)cc1C (stereo not given)	-19%	-2	1	1	-0.8	3.9%	2	0	-8
CCC(C)(NC(=O)c1ccccn1)C(=O)NC1CCCC1 (stereo not given)	-2%	-15	2	-6	-0.1	2.3%	0	2	12
NC(=O)C1=NOC(CNc2ncc(C(F)(F)F)cc2Cl)C1 (stereo not given)	-5%	-5	2	x	-0.8	0.4%	0	-7	-2
CC(C)n1nc(C(=O)NCc2ccc3c(c2)OCO3)c2ccccc2c1=O	-19%	-2	0	5	0.1	6.9%	-3	2	4
CN(C)c1nc(Nc2ccc(Cl)cc2)nc(OCC#N)n1	-13%	-5	-1	23	0.6	-1.0%	2	5	11
CC(C)(CNC(=O)c1cc2c(s1)CCCC2)N1CCOCC1	x	2	1	-9	0.2	0.1%	1	15	-5
COc1ccc(NC(=O)c2cccc(S(=O)(=O)N3CCN(c4ccccc4)CC3)c2)c(OC)c1	x	-4	0	10	-0.8	1.5%	-4	0	-8
Cc1ccc(S(=O)(=O)Nc2ccc(N3CCN(C)CC3)nc2)cc1	-11%	2	5	-14	-0.3	1.3%	5	5	9
Nc1ccccc1Oc1ncc(C(F)(F)F)cc1Cl	u	-2	1	21	1.0	-4.7%	-8	1	20

In another format: 3 of the compounds above.
Each structure is followed by: Anesthetic bind	RXFP1 antagonist	D1 ag	D2 PAM	TRHR agonist	RXFP1 agonist	D1 PAM	TRHR enhancer	D1 antag
NC(=O)C1=NOC(CNc2ncc(C(F)(F)F)cc2Cl)C1 (stereo not given)
→ -5%	-5	2	x	-0.8	0.4%	0	-7	-2
COc1c(F)c(F)c(C(=O)O)c(Nc2cccc(C)c2)c1F
→ -4%	2	3	x	1.1	3.0%	-11	17	-12
CN(C)c1nc(Nc2ccc(Cl)cc2)nc(OCC#N)n1
→ -13%	-5	-1	23	0.6	-1.0%	2	5	11

Screening data: PubChem BioAssay, National Center for Advancing Translational Sciences (NCATS)
